Vif-A3G inh: blocks the Vif interaction with human APOBEC3G; Q9HC16; Potency, µM (top dose mostly 46.1 µM), for inactives: at the top dose activity, negative = active, usual class: inhibitors; HeLa A3G-eYFP + Vif (tagged APOBEC3G with the HIV-1 protein that degrades it), YFP fluorescence, overnight; actives 0.076% (n = 410,000);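 note: potency is the fitted concentration of half-maximal effect; % is set by controls: 0 for no effect and ±100 for the full control effect; nearly all actives have a fitted effect of over 60% in size; hits raise eYFP signal because A3G escapes Vif-driven loss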
Target sequence (Q9HC16 whole entry, looked up): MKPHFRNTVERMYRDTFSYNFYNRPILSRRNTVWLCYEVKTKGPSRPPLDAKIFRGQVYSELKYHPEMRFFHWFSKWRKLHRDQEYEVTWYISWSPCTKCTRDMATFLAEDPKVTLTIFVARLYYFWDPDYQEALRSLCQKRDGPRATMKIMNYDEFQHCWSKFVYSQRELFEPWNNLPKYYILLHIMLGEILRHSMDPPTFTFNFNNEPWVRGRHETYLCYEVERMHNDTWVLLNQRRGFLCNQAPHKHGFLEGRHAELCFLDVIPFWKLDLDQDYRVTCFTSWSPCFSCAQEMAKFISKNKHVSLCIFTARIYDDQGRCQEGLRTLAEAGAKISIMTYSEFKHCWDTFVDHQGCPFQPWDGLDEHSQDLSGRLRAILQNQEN
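HeLa cells stably expressing Vif and C-terminally eYFP-tagged A3G, seeded overnight at 37 deg C, then exposed to compound by pintool overnight at 37 deg C. Rise in yellow fluorescence (Ex 488/Em 500-530, Acumen) marks blocked Vif-driven A3G degradation.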
ALOX12 inh: ALOX12 (human) lipoxygenase inhibition | P18054 | purified 12hLO, xylenol orange hydroperoxide absorbance | Potency, µM (top dose mostly 108 µM), for the others: at the top dose activity change, negative = inhibition, hits mostly inhibitors | actives 1.1% (n = 580,000); note: potency is the fitted concentration of half-maximal effect; % is set by controls: 0 for no effect and ±100 for the full control effect
Target sequence (P18054 whole entry, looked up): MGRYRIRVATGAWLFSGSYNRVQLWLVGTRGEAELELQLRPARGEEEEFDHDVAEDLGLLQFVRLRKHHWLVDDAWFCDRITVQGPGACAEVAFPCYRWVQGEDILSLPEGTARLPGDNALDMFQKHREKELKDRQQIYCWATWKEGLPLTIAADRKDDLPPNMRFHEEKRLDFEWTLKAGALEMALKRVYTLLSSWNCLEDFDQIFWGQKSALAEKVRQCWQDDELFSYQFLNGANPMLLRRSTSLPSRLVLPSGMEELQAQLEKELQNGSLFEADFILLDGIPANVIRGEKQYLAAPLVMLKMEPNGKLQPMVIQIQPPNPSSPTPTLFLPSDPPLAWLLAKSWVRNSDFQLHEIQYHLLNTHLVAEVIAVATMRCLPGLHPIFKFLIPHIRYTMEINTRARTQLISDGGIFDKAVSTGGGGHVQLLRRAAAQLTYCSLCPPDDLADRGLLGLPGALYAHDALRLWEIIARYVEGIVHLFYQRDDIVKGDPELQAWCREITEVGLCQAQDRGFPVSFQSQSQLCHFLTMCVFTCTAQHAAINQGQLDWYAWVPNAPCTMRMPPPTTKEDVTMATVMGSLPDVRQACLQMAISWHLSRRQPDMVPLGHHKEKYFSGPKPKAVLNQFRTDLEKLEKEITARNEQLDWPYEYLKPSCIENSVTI
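Purified human 12hLO (150 nM final) in 25 mM Hepes, 0.01% Triton X-100, pH 7.0 was preincubated 15 min at room temperature with compound. Then 40 uM arachidonic acid was added, 30 min. Hydroperoxide was read by Fe-XO absorbance ratio 573/405 nm.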
Glioma ERSR ind: induces the endoplasmic reticulum stress response in human glioma cells; Potency, µM, inactives show at the highest dose activation, hits mostly activators; actives 0.02% (n = 420,000); AID 602332; U87-MG GRP78 promoter luciferase reporter, 16 h; note: potency is the fitted concentration of half-maximal effect; series mostly up to about 76 µM; % of control where 0% means no effect; nearly all actives have a fitted effect of over 35% in size
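ERSR induction read as luciferase luminescence (Bright-Glo, 10 min at room temperature) in stably transfected human U87-MG glioma cells exposed to compounds for 16 h, using GRP78 as sensor.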
D2 antag: D2 dopamine receptor (human) antagonism. actives 2% (n = 340,000). AID 485344. inhibition, % at 10 µM. P14416. HEK293 TREx D2 cells, calcium flux, dopamine EC80; in the data active = inhibition above about 30%; note: 0% is about no effect
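Cells plated overnight at 30 C with tetracycline; no-wash calcium dye, 30–90 min RT; 10 s baseline; compound pinned; 180 s read; EC80 dopamine added; another 180 s read.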
Vif-A3F inh: blocks the Vif interaction with APOBEC3F. AID 602313. HeLa A3F-eYFP + Vif (tagged APOBEC3F with the HIV-1 protein that degrades it), YFP fluorescence increase. Potency, µM (highest dose often 46.1 µM), for inactives: top-dose activity, negative = active. actives 0.2% (n = 390,000); note: potency is the fitted concentration of half-maximal effect; % of control where 0% means no effect; nearly all actives have a fitted effect of over 65% in size
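Fluorescence increase (Ex 488/Em 500-530) after overnight compound treatment at 37 deg C flags inhibition of Vif-driven A3F-eYFP loss in stable HeLa A3F-eYFP/Vif cells seeded overnight beforehand.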
LDHA inh: inhibitors of human lactate dehydrogenase A; activity change, % (values are at about 110 or 230 µM); purified LDHA, NADH/diaphorase-resazurin fluorescence; active compounds read low; P00338; actives 0.15% (n = 480,000); in the data active = activity change below about -30%; inconclusive = mostly about -25% to -30%;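 note: plate controls were DMSO wells for no effect and wells without enzyme for full effect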
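Enzyme activity of human lactate dehydrogenase 5 (2 nM; 0.06 mM NADH, 0.2 mM pyruvate, 5 min, RT) is measured via a resazurin/diaphorase fluorescence readout of residual NADH.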
D2 agonist: D2 dopamine receptor (human) agonism | P14416 | actives 0.53% (n = 340,000) | activation, % at 2 µM | HEK293 T-REx D2 cells, calcium flux agonist mode;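 active = activation over 3 SD above normal in the single-dose calcium agonist read, cut at about 30% in these data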; note: 0% is about no effect
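Tetracycline-induced HEK293 Trex cells with D2 receptor force-coupled to calcium signaling, plated overnight at 30 C and loaded with no-wash calcium dye. Calcium flux read kinetically for 180 s after compound addition; responses flag agonists.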
ERG Ets-DNA blk: ERG Ets/DNA interaction inhibition; fluorescence polarization, His-ERG Ets domain / labelled DNA; Potency, µM (highest dose often 76.9 µM), without a hit: at the highest dose FP activity, negative = inhibition, actives largely listed as inhibitors; actives 0.028% (n = 370,000); active = well fitted inhibition curve with a large enough effect in the polarisation, with a control signal flat; inconclusive = small, poorly fitted or top-dose-only effect, or effect the other way, or a change in a side signal; inactive = no such curve, though single readings can be large or run the other way; the % refers to the polarisation;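 note: polarization taken with two DNA probes labelled with fluorescein and Texas red; potency is the fitted concentration of half-maximal effect; % of control where 0% means no effect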
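His-tagged ERG Ets domain (1 uM in the protein solution; 300mM KCl, 50mM Tris-HCl, 1mM EDTA, 1mM DTT, pH 7.5) received compound, then a probe mix of 5 nM fluorescein-DNA and 100nM Texas-615-DNA. Fluorescence polarization was read for both dyes.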
RGS4 inh: blocks human RGS4-accelerated GTP hydrolysis; Transcreener GDP fluorescence polarization, RGS4-accelerated GTP hydrolysis; Potency, µM (doses to about 114 µM), inactives show at the top dose activity change, negative = inhibition, hits mostly inhibitors; actives 0.039% (n = 390,000); AID 504845; note: potency is the fitted concentration of half-maximal effect; % is set by controls: 0 for no effect and ±100 for the full control effect; nearly all actives have a fitted effect of over 75% in size; some results filed as inactive show a strong effect at the top dose
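MLSMR compounds (23 nl, pin-transferred) preincubated 10 min at room temperature with a 500nM (2x) first reagent, then RGS4 at 900nM (2x) plus Transcreener GDP mix added; fluorescence polarization (620/688 nm) read before and after 90 min at 30 °C.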
Numbers without * were called inactive; ? = inconclusive; · = not tested or not shown; & = joins results of further samples; [ ] = remark or other dose. Unless noted, calls come from the whole dose curve; as a rule, active = well fitted curve in the direction sought with a large enough effect; inconclusive = small, poorly fitted or top-dose-only effect, or another doubt; inactive = no such curve, though single readings can be large; an effect the other way counts as inactive or inconclusive. This is a subset; the hit share may differ from the screen's.

1	CC1CC(C)CN(C(=O)COC(=O)c2cc(S(=O)(=O)N3CCOCC3)ccc2F)C1 (configuration not stated)
2	COc1ccc(OCc2cc(C(=O)N(C)C3CCOC3)no2)c(Cl)c1 (configuration not stated)
3	Cc1cc2ccccc2nc1SCC(=O)NC1CCCC1
4	O=C(NCc1ccc(F)cc1)C(c1ccncc1)N(C(=O)c1csnn1)C1CC1 (configuration not stated)
5	CNc1c(NC(=O)c2ccc3c(c2)OCO3)c(=O)oc2ccccc12
6	O=C(COc1ccc(S(=O)(=O)N2CCOCC2)cc1)Nc1ccc(Br)cc1
Assay by compound,1,2,3,4,5,6
RGS4 inh,-11%,22%,?,29%,36%,-5%
D2 antag,1,9,5,8,-4,·
ERG Ets-DNA blk,0%,12%,-1%,-11%,12%,8%
Vif-A3G inh,2%,0%,-12%,2%,3%,5%
Glioma ERSR ind,-2%,3%,-4%,-2%,-3%,-5%
Vif-A3F inh,10%,-3%,-24%,-3%,-3%,7%
LDHA inh,-2,0,-8,-16,1,0
D2 agonist,-0.7,-0.2,2.7,-0.3,0.2,·
ALOX12 inh,-20%,-23%,?,0%,-5%,131%[activator]

7	O=S(=O)(c1ccccc1)c1ncc(C(F)(F)F)cc1Cl
8	Cc1cccc(NC(=O)CN2C(=O)N/C(=C/c3ccc(C)s3)C2=O)c1
9	O=C(NC1CCCC1)c1ccc(CSCc2ccccc2F)o1
10	CCOC(=O)C1(CCCc2ccccc2)CCN(C(=O)CN2CCOC2=O)CC1
11	Cc1cc(NC(=O)C2=C(O)c3ccccc3S(=O)(=O)N2C)no1
12	NS(=O)(=O)c1ccc(NC(=O)COC(=O)/C=C/c2ccc([N+](=O)[O-])cc2)cc1
Assay by compound,7,8,9,10,11,12
RGS4 inh,14%,-44%,18%,14%,-1%,-16%
D2 antag,-1,1,6,2,2,-21
ERG Ets-DNA blk,0%,10%,-1%,6%,-3%,14%
Vif-A3G inh,-9%,-29%,4%,-5%,1%,1%
Glioma ERSR ind,-12%,6%,6%,-2%,4%&-1%&-3%,-4%
Vif-A3F inh,-1%,?,-8%,6%,-2%,3%
LDHA inh,-8,-10,-2,-6,1,-3
D2 agonist,-0.5,6.0,1.7,-0.9,-0.7,-0.1
ALOX12 inh,?,?,2%,1%,?,-14%

13	CC1C/C(=N\NC(N)=S)c2cc(Cl)ccc2S1 (configuration not stated)
14	COc1ccccc1-n1cnnc1SCC(=O)c1ccc[nH]1
15	CSc1ccc(CCNC(=O)C2CCCN(S(=O)(=O)N3CCOCC3)C2)cc1 (configuration not stated)
16	CC(OC(=O)c1cccnc1Cl)C(=O)Nc1ccc(S(N)(=O)=O)cc1 (configuration not stated)
17	COCCN(C(=O)COC(=O)Cc1coc2cc3c(cc12)CCC3)c1c(N)n(Cc2ccccc2)c(=O)[nH]c1=O
18	CCc1ccc(CNC(=O)Cn2nc(-c3ccc(Cl)cc3)ccc2=O)cc1
Assay by compound,13,14,15,16,17,18
RGS4 inh,-29%,-5%,10%,6%,-12%,5%
D2 antag,-10,-22,21,-22,-11,·
ERG Ets-DNA blk,-1%,5%,-13%,-2%,4%,2%
Vif-A3G inh,1%,-7%,1%,2%,-3%,-5%
Glioma ERSR ind,-1%,-2%,-5%,-4%,-4%,-2%
Vif-A3F inh,?,-8%,0%,9%,-18%,-2%
LDHA inh,-1,-6,0,-5,-3,-6
D2 agonist,-0.1,1.0,0.2,-0.1,-0.8,0.1
ALOX12 inh,?,-20%,-4%,-1%,?,-23%

19	Cc1nn(-c2ccccc2)nc1C(=O)Oc1cc(C(F)(F)F)nn1-c1ccccc1
20	C=CCN(c1ccccc1)S(=O)(=O)c1cccc(C(=O)NC2CCN(Cc3ccccc3)CC2)c1
21	Cc1ccc(C(=O)OCC(=O)NCCN2C(=O)CSC2=O)cc1[N+](=O)[O-]
22	Cc1ccc(C(=O)Nc2ccccc2C(N)=O)o1
23	O=C(NNc1ccc([N+](=O)[O-])cc1)C1C2CCCCC21 (configuration not stated)
24	CCOC(=O)c1nc(NCc2cccnc2)c2ccccc2n1
Assay by compound,19,20,21,22,23,24
RGS4 inh,11%,-26%,19%,18%,-48%,-18%
D2 antag,20,66*,·,-17,8,-4
ERG Ets-DNA blk,3%,4%,14%,1%,-11%,·
Vif-A3G inh,-1%,-1%,2%,2%,-1%,2%
Glioma ERSR ind,-1%,-6%,-5%,2%,-3%,-2%
Vif-A3F inh,-1%,-4%,-5%,-11%,4%,1%
LDHA inh,-8,-6,-3,-10,-1,0
D2 agonist,-0.4,-0.4,·,-0.4,-0.3,-0.3
ALOX12 inh,?,-22%,1%,-4%,-20%,-9%

25	Cc1ccccc1-c1cc(C(=O)N/N=C/c2cccnc2)c2ccccc2n1
26	Cc1ccc(C2CC(c3ccccc3)n3ncnc3N2)cc1 (configuration not stated)
27	CCOC(=O)c1cccc(NC(=O)CSc2nnc(C)n2CC2CCCO2)c1 (configuration not stated)
28	Cc1cccc(Nc2cnn(C34CC5CC(CC(CC(=O)O)(C5)C3)C4)c(=O)c2Cl)c1
29	COc1ccc(OC)c(C2=NS(=O)(=O)N(C)C(C(=O)NCc3cccs3)=C2)c1
30	CCOC(=O)Cc1nnc(NC(=O)CSc2ncc(-c3ccccc3)nn2)s1
Assay by compound,25,26,27,28,29,30
RGS4 inh,-14%,2%,17%,-10%,-68%[56.9 µM],-19%
D2 antag,33*,-14,5,5,7,15
ERG Ets-DNA blk,-3%,1%,-7%,·,-8%,10%
Vif-A3G inh,0%,-1%,3%,2%,-2%,-4%
Glioma ERSR ind,-3%,-2%,-4%,-5%,-1%,-9%
Vif-A3F inh,1%,-6%,1%,-1%,0%,1%
LDHA inh,0,1,-6,-4,-4,-9
D2 agonist,12,1.2,-1.4,1.0,3.7,-0.3
ALOX12 inh,0%,316%[activator],-2%,0%,?,5%

31	COc1ccc(NC(=O)c2oc3ccccc3c2NC(=O)COc2ccc(C(C)C)cc2)c(OC)c1
32	CC1(C)Cc2c(ccc3ccccc23)C(=O)N1
33	Cc1cc2nc(-c3ccc(F)cc3)c(CC(C)(C)C)n2c(C)c1Br
34	Cc1cc(F)ccc1NC(=S)NCCc1ccccc1
35	Cc1cn2c(=O)cc(COC(=O)c3cccc(NC(=O)COc4ccccc4)c3)nc2s1
36	COc1ccc(NC(=S)Nc2ccccc2)c(OC)c1
Assay by compound,31,32,33,34,35,36
RGS4 inh,20%,12%,·,3%,-27%,0%
D2 antag,·,-11,·,0,·,-7
ERG Ets-DNA blk,2%,-4%,·,-1%,7%,-5%
Vif-A3G inh,2%,2%,-4%,4%,-2%,2%
Glioma ERSR ind,-2%,-4%,-1%,1%,-2%,1%
Vif-A3F inh,0%,·,·,-26%,-6%,1%
LDHA inh,-6,3,-4,-9,-9,-6
D2 agonist,1.1,0.3,·,0.4,-0.2,0.4
ALOX12 inh,-29%,-15%,?,?,?,-7%

Part of the list above, set out differently:
Values run as follows: RGS4 inh, D2 antag, ERG Ets-DNA blk, Vif-A3G inh, Glioma ERSR ind, Vif-A3F inh, LDHA inh, D2 agonist, ALOX12 inh
33. Cc1cc2nc(-c3ccc(F)cc3)c(CC(C)(C)C)n2c(C)c1Br
→ ·, ·, ·, -4%, -1%, ·, -4, ·, ?
34. Cc1cc(F)ccc1NC(=S)NCCc1ccccc1
→ 3%, 0, -1%, 4%, 1%, -26%, -9, 0.4, ?
35. Cc1cn2c(=O)cc(COC(=O)c3cccc(NC(=O)COc4ccccc4)c3)nc2s1
→ -27%, ·, 7%, -2%, -2%, -6%, -9, -0.2, ?

The listing continues.
37	N#C/C(=C/c1ccc(N2CCOCC2)o1)C(=O)Nc1ccccc1
38	Cc1ccc(-c2csc(NC(=O)c3cc([N+](=O)[O-])ccc3N3CCOCC3)n2)cc1
39	O=C(CNC(=S)N(CCCN1CCOCC1)Cc1cccs1)NCc1ccccc1Cl
40	CSC(=NS(=O)(=O)c1ccccc1)SC
41	O=[N+]([O-])c1cnccc1Nc1ccc(Cl)cc1
42	Cc1ccc(C2CC(c3cccc(Br)c3)n3nc(N)nc3N2)cc1 (configuration not stated)
43	CCn1c2ccccc2c2cc(N=C3SC(CC(=O)Nc4ccccc4OC)C(=O)N3C)ccc21 (configuration not stated)
Assay by compound,37,38,39,40,41,42,43
RGS4 inh,?,8%,-22%,3%,-10%,0%,-22%
D2 antag,9,4,16,-10,3,10,30
ERG Ets-DNA blk,1%,1%,-1%,10%,5%,0%,2%
Vif-A3G inh,?,-11%,0%,-4%,2%,-7%,-5%
Glioma ERSR ind,-1%,-1%,-10%,-2%,-5%,-3%,-2%
Vif-A3F inh,?,-1%,-3%,3%,9%,2%,6%
LDHA inh,3,-3,2,-1,-4,-5,0
D2 agonist,40*,1.8,-0.2,0.1,2.1,1.5,-0.4
ALOX12 inh,-8%,-26%,0%,?,0%,78%[activator],0%

Screening results deposited in PubChem BioAssay by National Center for Advancing Translational Sciences (NCATS).
